EPAC1 antag: antagonists of human EPAC1 | hit rate 0.14% among 360,000 | EPAC1 GEF assay, Rap1b-BODIPY-GDP exchange fluorescence | AID 720709 | Potency, µM (titrated, usually from 115 µM), without a hit: at the highest dose activity change, negative = inhibition, hits mostly inhibitors;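 also: potency is read from the fitted curve at half-maximal effect; plate controls were vehicle for no effect and positive control for full effect; nearly all actives have a fitted effect of over 50% in size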
Target sequence (O95398 whole entry, looked up): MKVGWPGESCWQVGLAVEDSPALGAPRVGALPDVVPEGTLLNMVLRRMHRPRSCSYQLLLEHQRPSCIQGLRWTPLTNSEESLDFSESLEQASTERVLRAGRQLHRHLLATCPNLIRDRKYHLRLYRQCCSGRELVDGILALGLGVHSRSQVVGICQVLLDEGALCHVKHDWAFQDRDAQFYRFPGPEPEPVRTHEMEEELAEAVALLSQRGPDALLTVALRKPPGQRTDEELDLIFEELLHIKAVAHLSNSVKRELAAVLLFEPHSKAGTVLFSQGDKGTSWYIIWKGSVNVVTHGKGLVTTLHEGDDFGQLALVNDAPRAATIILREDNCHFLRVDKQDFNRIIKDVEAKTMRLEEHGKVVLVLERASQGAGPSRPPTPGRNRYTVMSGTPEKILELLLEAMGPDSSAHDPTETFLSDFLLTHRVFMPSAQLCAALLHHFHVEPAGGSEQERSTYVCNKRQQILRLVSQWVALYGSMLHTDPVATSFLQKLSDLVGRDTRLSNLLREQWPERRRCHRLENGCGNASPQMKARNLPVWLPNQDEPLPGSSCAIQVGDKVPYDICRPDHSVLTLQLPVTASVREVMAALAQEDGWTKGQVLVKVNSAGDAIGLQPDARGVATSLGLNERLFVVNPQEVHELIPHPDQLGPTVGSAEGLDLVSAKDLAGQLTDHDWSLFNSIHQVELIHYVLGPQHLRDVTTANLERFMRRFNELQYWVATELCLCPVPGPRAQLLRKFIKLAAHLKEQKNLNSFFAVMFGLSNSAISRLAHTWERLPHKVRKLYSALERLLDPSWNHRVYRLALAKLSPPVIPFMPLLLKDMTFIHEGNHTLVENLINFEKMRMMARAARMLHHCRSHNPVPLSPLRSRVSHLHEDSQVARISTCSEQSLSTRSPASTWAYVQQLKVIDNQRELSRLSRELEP
aSyn rescue: inhibitors of alpha-synuclein toxicity in yeast; Yeast expressing alpha-synuclein, growth rescue, BacTiter-Glo, 24 h; Potency, µM (series often up to 46.1 µM), inactives show at the top dose growth rescue (activation), usual class: activators; hit rate 0.14% among 370,000; AID 652106; also: potency is read from the fitted curve at half-maximal effect; % of control where 0% means no effect; nearly all actives have a fitted effect of over 65% in size
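Screening used galactose-induced yeast with toxic alpha-synuclein levels, exposed to compound for 24 hr at 30 deg C. Cell growth, read with BacTiter-Glo luminescence, gave the measured signal.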
FUS suppressor: FUS proteinopathy suppression in yeast | S. cerevisiae FUS-expressing, growth rescue, OD600, 24 h | hit rate 0.24% among 390,000 | AID 1347120 | Potency, µM (top dose mostly 76.6 µM), for inactives: top-dose growth rescue (activation), actives largely listed as activators;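 also: potency is read from the fitted curve at half-maximal effect; plate controls were DMSO vehicle for no effect and reference control for full effect; nearly all actives have a fitted effect of over 55% in size; some results filed as inactive show a strong effect at the top dose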
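Yeast FUS proteinopathy model; galactose-induced FUS (2%), starting OD 0.005. Cpds in dilution series, 24hr, 30C, 99% humidity. Abs 600 nm growth. Pos ctrl CP55940 (top 92uM final); neg ctrl DMSO.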
PI5P4K alpha inh: PI5P4K alpha (human) kinase inhibition | P48426 | PI5P4Kalpha enzyme, ADP-Glo luminescence, 60 min; active compounds read low | max response, % | hit rate 1.2% among 330,000; active = max response of -50% or lower; inconclusive = between -30% and -50%; inactive = -30% or higher; also: value at the top dose of about 77 µM; % is scaled to controls: 0 for no effect and ±100 for the full control effect
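Compounds were pin-transferred onto PI5P4Kalpha and substrate in HEPES pH 7.4 buffer with EGTA, CHAPS and 5% DMSO. ATP (5 microM final) started the reaction, which ran 60 minutes at room temperature before ADP-Glo detection.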
Abeta yeast res: restores growth of yeast expressing A-beta42 peptide. yeast expressing A-beta42, growth rescue, OD600, 48 h; response scale: 0% DMSO, 100% iron-clioquinol control. Potency, µM (top dose mostly 46.1 µM), for inactives: at the highest dose growth rescue, hits mostly activators. hit rate 0.063% among 410,000. AID 1347071; also: potency is read from the fitted curve at half-maximal effect; nearly all actives have a fitted effect of over 55% in size
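Yeast growth medium received pinned compounds, then yeast cells expressing toxic A-beta were added; plates incubated at 30 C for 48 hr. Growth read as absorbance at 600 nm, normalized to DMSO and equimolar FeCl3 plus clioquinol controls.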
IL-2 act: activators of IL-2; IL-2 activation reporter assay, cell-based qHTS; stimulated with anti-CD3/CD4/CD28 beads; in transgenic mouse T cells; activation, % (series mostly up to about 46 µM); hit rate 0.065% among 360,000; AID 652025; in the data active = activation above about 50%; inconclusive = mostly about 30% to 49%; also: 0% is about no effect
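First, unstimulated transgenic mouse T cells were exposed to compound for 60 min. Next, anti-CD3/anti-CD4-coated beads with anti-CD28 were added. Finally, after 18 h at 37 degrees C, EGFP and DsRed were imaged.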
EPAC1 agonist: EPAC1 (human) agonism; Potency, µM (doses to about 154 µM), without a hit: top-dose activation, actives largely listed as activators; O95398; EPAC1 agonist qHTS, biochemical assay; response scale: 100% = response to 6.5 mM cAMP; hit rate 0.073% among 360,000; also: potency is read from the fitted curve at half-maximal effect; nearly all actives have a fitted effect of over 60% in size
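Nucleotide exchange by EPAC1 (100 nM) on Rap1B–BODIPY-GDP (250 nM) in the presence of 50 uM GDP is tracked fluorescently at 480/540 nm over 30 min. Signals are normalized to a 6.5 mM cAMP control.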
PLK1 PBD inh: blocks phosphopeptide binding to human PLK1 polo-box domain; P53350; Potency, µM, for the others: max response, negative = inhibition, actives largely listed as inhibitors; AID 720504; Plk1 PBD binding of FITC phosphopeptide, fluorescence polarization; hit rate 2.8% among 360,000; also: potency is read from the fitted curve at half-maximal effect; series mostly up to about 57 µM; % is scaled to controls: 0 for no effect and ±100 for the full control effect; nearly all actives have a fitted effect of over 65% in size
WRN inhibitor: WRN helicase (human) inhibition; WRN helicase unwinding, fluorescent forked duplex, kinetic; Potency, µM (series often up to 114 µM), inactives show at the highest dose activity change, negative = inhibition, usual class: inhibitors; hit rate 0.46% among 360,000; AID 651768; also: potency is read from the fitted curve at half-maximal effect; % is scaled to controls: 0 for no effect and ±100 for the full control effect; nearly all actives have a fitted effect of over 55% in size
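Kinetic red-fluorescence monitoring (525/598 nm) tracks WRN helicase activity after 100 nM fluorophore-quencher forked duplex and 2 mM ATP are added to 20 nM enzyme pretreated 15 min at room temperature with compound.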
Active calls of the source: *; ? = inconclusive; / = no result given; & = joins results of further samples; [ ] = remark or other dose. Unless noted, calls follow the shape of the dose curve; as a rule, active = well fitted curve in the direction sought with a large enough effect; inconclusive = small, poorly fitted or top-dose-only effect, or another doubt; inactive = no such curve, though single readings can be large; an effect the other way counts as inactive or inconclusive.

| SMILES | EPAC1 antag | aSyn rescue | FUS suppressor | PI5P4K alpha inh | Abeta yeast res | IL-2 act | EPAC1 agonist | PLK1 PBD inh | WRN inhibitor |
| --- | --- | --- | --- | --- | --- | --- | --- | --- | --- |
| COC(=O)CN1C(=S)N(Cc2ccccc2)C(=O)C1CC(=O)Nc1ccc(Br)cc1 (stereo not drawn) | -10% | 7% | ? | -1 | 15% | -0.6 | -3% | -9% | -7% |
| CCN(C[C@H]1N[C@@](C)(C(=O)OC)[C@H]2C(=O)N(Cc3ccccc3)C(=O)[C@@H]12)C(=O)c1ccc(C(C)(C)C)cc1 | -11% | 3% | ? | 2 | -11% | -0.1 | -11% | -8% | -3% |
| Cc1ccccc1CC(=O)N1CCOCC1 | 18% | 1% | 3% | 1 | -10% | 0.4 | 12% | 5% | -3% |
| O=C(N1CCCCCC1)N1CCN(S(=O)(=O)c2ccccc2)CC1 | -3% | 4% | 13% | / | 24% | 0.7 | -1% | 0% | 2% |
| C=C(C)COc1ccc(-c2nc(N)nc(C(F)(F)F)c2-c2ccc(OC)cc2)c(O)c1 | -14% | 7% | -5% | 1 | 13% | -0.5 | -5% | -1% | -12% |
| Cc1c(C(=O)NCCSCc2cccc(C(F)(F)F)c2)cnn1-c1ccc(Cl)cc1 | -17% | 10% | 27% | 10 | -16% | -0.4 | 1% | -3% | -17% |
| O=C(NCc1ccco1)c1ccc2c(c1)N(Cc1ccccc1)C(=O)CS2=O (stereo not drawn) | 8% | -1% | 1% | 4 | 7% | 1.6 | -5% | -12% | -3% |
| CCOC(=O)c1cnc2c(Cl)c(Cl)ccc2c1NCCN1CCOCC1 | 7% | 3% | 13%&3% | 6 | -15%&-13% | -0.2 | 4% | -11% | 8% |
| CCCc1cc(-c2nc(-c3ccc(C)cc3)cs2)ccn1 | -18% | -15% | 15% | 20 | -71%[inhibitor] | -5.4 | -4% | 0% | -2% |
| Cc1ccoc1C(=O)N1CCN(C(=O)c2occc2C)CC1 | 6% | 7% | 19% | 4 | -10% | 0.7 | -8% | 0% | -3% |
| CCOc1cc(C)nc(NCCc2ccc(OC)c(OC)c2)n1 | 2% | -1% | 5% | / | 12% | -2.0 | -1% | 2% | -7% |
| Cc1ccc(NC(=O)CCS(=O)(=O)c2ccc(Br)cc2)nc1 | 9% | 9% | / | -27 | 15% | -0.3 | 5% | 12µM* | 5% |
| COc1cc2c(cc1NC(=O)COC(=O)CNS(=O)(=O)c1ccc(C)cc1)oc1ccccc12 | ? | 16% | / | 4 | 7% | -4.8 | -3% | 5% | -10% |
| Cc1cccc(S(=O)(=O)N(C)C[C@H]2OCc3cnnn3CCCC(=O)N([C@H](C)CO)C[C@@H]2C)c1 | 8% | -13% | 9% | -5 | 0% | -1.7 | 10% | -19% | -5% |
| CC1CCCC(C)N1C(=O)CSc1nnc(CSc2ncccn2)n1C (stereo not drawn) | -1% | -7% | 8% | / | -2% | 5.3 | -5% | -3% | 6% |
| CCC(Cc1ccccc1)NC(=O)C1CCN(S(=O)(=O)c2c(C)noc2C)CC1 (stereo not drawn) | 8% | -1% | 5% | / | 1% | -1.1 | 4% | 4% | -9% |
| C[C@@H]1CN([C@H](C)CO)C(=O)c2cc(Br)cnc2O[C@@H]1CN(C)C(=O)C1CCOCC1 | 12% | -3% | -21% | 2 | -5% | -1.8 | -1% | -4% | 4% |
| Cc1cccc(-n2ccc(=O)c(C(=O)Nc3ccc(S(=O)(=O)Nc4onc(C)c4C)cc3)n2)c1 | -2% | -3% | -24% | -7 | -20% | -2.6 | -4% | -12% | -8% |
| COc1ccc(CN(C)C(C)C(=O)Nc2ccc(S(=O)(=O)N3CCOCC3)cc2)c(OC)c1 (stereo not drawn) | -16% | 1% | 9% | 3 | -12% | 4.1 | -7% | -11% | -23% |
| Clc1ccc(CO/N=C2\CCCc3nonc32)cc1 | -1% | 1% | -3% | -15 | 1% | -1.7 | 1% | 21µM* | 2% |
| C/C(=N\Nc1ccc(S(=O)(=O)Nc2ccccc2)cc1[N+](=O)[O-])c1ccc(N2CCOCC2)cc1 | -19% | -5% | 14% | -1 | / | -0.5 | -3% | -14% | -9% |
| Cc1c(C2(O)C(=O)Nc3ccc(F)cc32)c(=O)n(-c2ccccc2)n1C (stereo not drawn) | 6% | -3% | 4% | -2 | 12% | 0.3 | -7% | 2% | -2% |
| Oc1c(Cl)cccc1C=Nc1cc(C(F)(F)F)ccc1N1CCCC1 | -7% | -1% | -8% | -3 | -6% | -0.7 | 5% | 12µM* | -18% |
| Cc1nc2ccccc2c2oc(C(=O)Nc3ccc(C(C)C)cc3)cc12 | ? | -12% | ? | 12 | -18% | -0.7 | -1% | -8% | -16% |
| CN1CCN(CCOc2ccc(Cc3ccccc3)cc2)CC1 | 2% | -1% | 12% | 5 | 5% | -2.9 | 5% | 3% | 2% |
| CN1CCN(C(=O)/C(=C/c2cn(S(=O)(=O)N(C)C)c3ccccc23)NC(=O)c2ccccc2)CC1 | -3% | -1% | 17% | 15 | 0% | -2.2 | -7% | -7% | -1%[57.1 µM] |
| Cc1oc2c(C)c3oc(=O)c(CCC(=O)NCCCN4CCCC4=O)c(C)c3cc2c1C | -11% | 0% | 21% | -4 | -18% | -0.5 | -15% | -13% | 3% |
| COc1ccc(NC(=O)N2CCC(C(=O)c3ccc4c(c3)OCCO4)CC2)cc1 | 13% | -5% | 25% | -5 | -11% | 0.2 | 13% | -5% | 9% |
| CCOC(=O)C1=C(C)NC(C)=C(C(=O)OCC)C1/C=C/c1ccccc1 | -24% | 23% | 8% | / | -3% | -3.1 | 25% | -9% | -3% |
| CC(=O)c1ccc(NS(=O)(=O)c2ccccc2)cc1 | 7% | -1% | 6% | / | -19% | -1.0 | 8% | -9% | 3% |

Among those listed so far, 5 contain an aryl methoxy group.
| SMILES | EPAC1 antag | aSyn rescue | FUS suppressor | PI5P4K alpha inh | Abeta yeast res | IL-2 act | EPAC1 agonist | PLK1 PBD inh | WRN inhibitor |
| --- | --- | --- | --- | --- | --- | --- | --- | --- | --- |
| C=C(C)COc1ccc(-c2nc(N)nc(C(F)(F)F)c2-c2ccc(OC)cc2)c(O)c1 | -14% | 7% | -5% | 1 | 13% | -0.5 | -5% | -1% | -12% |
| CCOc1cc(C)nc(NCCc2ccc(OC)c(OC)c2)n1 | 2% | -1% | 5% | / | 12% | -2.0 | -1% | 2% | -7% |
| COc1cc2c(cc1NC(=O)COC(=O)CNS(=O)(=O)c1ccc(C)cc1)oc1ccccc12 | ? | 16% | / | 4 | 7% | -4.8 | -3% | 5% | -10% |
| COc1ccc(CN(C)C(C)C(=O)Nc2ccc(S(=O)(=O)N3CCOCC3)cc2)c(OC)c1 (stereo not drawn) | -16% | 1% | 9% | 3 | -12% | 4.1 | -7% | -11% | -23% |
| COc1ccc(NC(=O)N2CCC(C(=O)c3ccc4c(c3)OCCO4)CC2)cc1 | 13% | -5% | 25% | -5 | -11% | 0.2 | 13% | -5% | 9% |

(listing goes on)
Molecule | EPAC1 antag | aSyn rescue | FUS suppressor | PI5P4K alpha inh | Abeta yeast res | IL-2 act | EPAC1 agonist | PLK1 PBD inh | WRN inhibitor
Cc1cc(NC(=O)COc2c(C)cccc2C)no1 | 4% | 9% | -30% | 0 | 6% | -0.7 | 8% | -1% | -8%
CN(Cc1ccco1)C(=O)c1ccc(S(=O)(=O)N2CCCCCC2)cc1 | -6% | 10% | 16% | 2 | 3% | -0.7 | 6% | -2% | 2%
O=C(CCS(=O)(=O)c1ccc(Br)cc1)N1CCN(c2ccc(Cl)cc2)CC1 | -2% | 1% | 3% | / | 5% | -1.2 | 8% | 2% | -5%
C=CCOC(=O)C1=C(C)NC(SC)=C(C#N)C1c1ccc(OCC)cc1 (stereo not drawn) | ? | 9%&11% | -29% | 14&28 | -13% | -2.2&-2.3 | 1%&3% | 6%&-5% | -10%&-26%
CN1CCN(c2ccccc2NC(=O)c2c(F)cccc2F)CC1 | 11% | 3% | -11% | -6 | 19% | -0.4 | 8% | -1% | 4%
Cc1cccc(N2CCN(CC(O)COc3ccc4ccccc4c3)CC2)c1 (stereo not drawn) | 15% | 6% | -9% | 0 | 8% | -0.7 | 0% | -3% | -2%
CC(C)CCN1CCN(Cc2nc(-c3ccccc3)cs2)CC1CCO (stereo not drawn) | 3% | 2% | 13% | 6 | -16% | 1.0 | 1% | 3% | 0%
O=C(CCC(=O)OCc1ccc(Br)cc1)Nc1ccccc1 | -10% | 4% | 3% | -10 | 20% | -4.4 | -5% | 27µM* | 8%
COc1ccccc1N1CCN(C(=O)CSc2nnc3n2C(C)(C)Cc2ccccc2-3)CC1 | -2% | 3% | 21% | / | 2% | -3.4 | 0% | -7% | 1%
COc1cccc(NC(=O)COC(=O)c2ccc(S(=O)(=O)NCc3ccco3)cc2)c1 | 18% | -16% | ? | -7 | -10% | -2.3 | -5% | -21% | -15%[57.1 µM]

A draw from above in order of number of heavy atoms, ascending.
Molecule | EPAC1 antag | aSyn rescue | FUS suppressor | PI5P4K alpha inh | Abeta yeast res | IL-2 act | EPAC1 agonist | PLK1 PBD inh | WRN inhibitor
O=C(CCS(=O)(=O)c1ccc(Br)cc1)N1CCN(c2ccc(Cl)cc2)CC1 | -2% | 1% | 3% | / | 5% | -1.2 | 8% | 2% | -5%
Cc1cccc(N2CCN(CC(O)COc3ccc4ccccc4c3)CC2)c1 (stereo not drawn) | 15% | 6% | -9% | 0 | 8% | -0.7 | 0% | -3% | -2%
C=C(C)COc1ccc(-c2nc(N)nc(C(F)(F)F)c2-c2ccc(OC)cc2)c(O)c1 | -14% | 7% | -5% | 1 | 13% | -0.5 | -5% | -1% | -12%
C/C(=N\Nc1ccc(S(=O)(=O)Nc2ccccc2)cc1[N+](=O)[O-])c1ccc(N2CCOCC2)cc1 | -19% | -5% | 14% | -1 | / | -0.5 | -3% | -14% | -9%

Bioassay records (PubChem BioAssay)
